# Source: PubChem BioAssay (several laboratories)
# Mcl1-Bid inh – Mcl-1/Bid binding inhibitors, primary screen, biochemical, TR-FRET, 1536-well; 220,000 compounds, 0.97% hits; inhibition, % at 21.7 µM; TR-FRET Mcl-1/Bid-Dy647 peptide binding; Induced myeloid leukemia cell differentiation protein Mcl-1 (Homo sapiens), Q07820;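 active = compounds that cut the binding signal by more than half at the single screening dose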;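 note: His-tagged Mcl-1 with europium anti-His antibody binding Bid BH3 peptide; 0% = Mcl-1 plus peptide wells and 100% = peptide-only wells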
# Target sequence (Q07820 whole entry, looked up): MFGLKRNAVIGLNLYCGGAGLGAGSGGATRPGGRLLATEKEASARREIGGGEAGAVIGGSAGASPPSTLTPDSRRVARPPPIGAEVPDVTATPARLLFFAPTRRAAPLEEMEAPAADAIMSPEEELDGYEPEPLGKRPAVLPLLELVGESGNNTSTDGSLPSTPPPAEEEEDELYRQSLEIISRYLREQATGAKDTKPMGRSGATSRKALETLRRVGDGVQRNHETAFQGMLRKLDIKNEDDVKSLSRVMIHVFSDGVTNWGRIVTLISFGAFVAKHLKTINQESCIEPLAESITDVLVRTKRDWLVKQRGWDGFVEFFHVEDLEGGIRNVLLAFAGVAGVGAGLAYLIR
# Avidin bead fluor – green autofluorescence of compounds with avidin beads – biophysical, 488/530 nm, flow cytometry, artefact control, profiling panel | compound fluorescence 488/530 nm; hits give high values | fluorescence (KMESF) at 10 µM | 220,000 compounds, 0.38% hits | AID 1775, 2009; in the data active = fluorescence above about 47; note: inactives centre near 10
# Rac1 wt GTP bind – wildtype Rac1 GTP binding modulators, primary screen, biochemical, GST-Rac1 beads, flow cytometry, multiplex; Ras-related C3 botulinum toxin substrate 1 (Homo sapiens), P63000; fluorescent GTP binding; actives lie on both sides; 0 = cold GTP competed, 100 = untreated; GTP binding activity (% of control), % at 10 µM; 190,000 compounds, 0.27% hits;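 active = GTP binding activity at least 20 points away from the 100% control level, either lower or higher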
# Pf gametocyte – late stage P. falciparum gametocyte viability inhibitors, primary screen, ATP luminescence, HTS; P. falciparum stage V gametocytes, 24 h; inhibition, % at 10.9 µM; 150,000 compounds, 0.065% hits; AID 743093, 2013;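 active = inhibition above the mean plus 3 SD of compounds within the control limits, set per campaign, cut at about 38% in these data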;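 note: 0% = DMSO wells and 100% = medium only without gametocytes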
# GSH bead fluor – compound fluorescence on glutathione beads, profiling panel, artefact control, biophysical, 488/530 nm, flow cytometry | GSH beads flow cytometry, compound fluorescence 488/530 nm; hits give high values | fluorescence (KMESF) at 10 µM | 190,000 compounds, 0.25% hits | AID 1776, 2009; in the data active = fluorescence above about 89;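 note: glutathione beads carrying GST-tagged Bcl family fusion proteins plus one bare bead set; values are compound well signal with DMSO vehicle wells as background; inactives centre near 16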
# Rab2A wt mod – modulators of GTP binding to Rab2A wildtype, primary screen, biochemical, dog, bead-based flow cytometry, multiplex; 190,000 compounds, 0.19% hits; GST-Rab2 wt beads, Bodipy-GTP binding; GTP binding activity, % at 10 µM; Ras-related protein Rab-2A (Canis lupus familiaris), P61105;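 active = GTP binding activity at least 20 points away from 100%, either lowered or raised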;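 note: 0% = beads with excess unlabeled GTP and 100% = no-compound control corrected for plate trend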
# Rac1 act GTP bind – GTP binding modulators of activated mutant Rac1, primary screen, biochemical, bead-based flow cytometry, multiplex, fluorescent GTP | Ras-related C3 botulinum toxin substrate 1 (Homo sapiens), P63000 | GST-Rac1 activated beads; actives lie on both sides; 100% means binding = to untreated wells | percent activity (GTP binding), % at 10 µM | 190,000 compounds, 0.11% hits;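 active = GTP binding at least 20 percentage points away from the 100% baseline, in either direction, so actives lie on both sides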
# Mcl1 Noxa PPI – Mcl-1/Noxa binding inhibitors, primary screen, biochemical, TR-FRET, 1536-well; Induced myeloid leukemia cell differentiation protein Mcl-1 (Homo sapiens), Q07820; TR-FRET Mcl-1/Noxa peptide binding, 2 h; inhibition, % at 21.7 µM; 220,000 compounds, 1.5% hits; AID 1022, 2008;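 active = compounds that cut the protein-peptide binding signal by more than 50% relative to plate controls in a single-dose test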;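 note: His-tagged Mcl-1 with rhodamine Noxa BH3 peptide and terbium anti-His antibody; 0% = Mcl-1 plus Noxa peptide wells and 100% = peptide-only wells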
# Cdc42 wt – modulators of GTP binding to wildtype Cdc42, primary screen, biochemical, multiplex bead flow cytometry, Bodipy-GTP; Cell division control protein 42 homolog (Homo sapiens), P60953; percent activity (GTP binding), % at 10 µM; GST-Cdc42 beads; actives lie on both sides; AID 761, 2007; 190,000 compounds, 0.2% hits;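 active = percent activity GTP binding at least 20 points away from the 100% baseline, either down as inhibitor or up as activator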;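 note: median bead fluorescence of bound Bodipy-FL-GTP at 100 nM; 0% = excess unlabeled GTP control and 100% = no compound control; below 100% means less GTP binding so inhibitor and above means activator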
# Target sequence (P60953 whole entry, looked up): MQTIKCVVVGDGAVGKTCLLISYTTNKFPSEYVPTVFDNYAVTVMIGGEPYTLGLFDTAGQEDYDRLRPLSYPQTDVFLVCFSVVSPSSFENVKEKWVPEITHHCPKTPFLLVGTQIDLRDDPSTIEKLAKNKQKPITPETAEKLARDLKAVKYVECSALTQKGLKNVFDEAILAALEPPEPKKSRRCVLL
# Rab7 wt GTP bind – modulators of GTP binding to Rab7, primary screen, biochemical, wildtype, multiplex bead flow cytometry. 190,000 compounds, 0.055% hits. GST-Rab7 beads, fluorescent GTP binding; actives lie on both sides; untreated = 100%, excess cold GTP = 0%. GTP binding activity (percent of control), % at 10 µM. Rab7 GTPase wild type (dog), Bodipy-FL-GTP binding;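 active = fluorescent GTP binding to Rab7 beads changed by at least 20 points from the 100% baseline, either direction, mostly lower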;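 note: median green fluorescence of bound Bodipy-FL-GTP per Rab7 bead population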
# HRas wt GTP bind – modulators of GTP binding to HRas wildtype, primary screen, biochemical, bead-based flow cytometry, multiplex; GTP binding activity, % at 10 µM; GTPase HRas (Homo sapiens), P01112; AID 759, 2007; 190,000 compounds, 0.14% hits; GST-Ras wt beads, Bodipy-FL-GTP binding; actives lie on both sides;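 active = GTP binding activity at least 20% away from the 100% baseline, either lowered as inhibitor or raised as activator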;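 note: 0% = unlabeled GTP competition control and 100% = no-compound control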
# Target sequence (P01112 whole entry, looked up): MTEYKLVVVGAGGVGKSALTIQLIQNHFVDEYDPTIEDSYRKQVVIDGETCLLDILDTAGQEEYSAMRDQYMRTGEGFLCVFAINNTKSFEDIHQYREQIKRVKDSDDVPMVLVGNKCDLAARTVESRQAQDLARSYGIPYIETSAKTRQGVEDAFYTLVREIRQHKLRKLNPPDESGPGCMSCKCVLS
# * hit, by the source's call; nt = not tested or not shown.
SMILES,Mcl1-Bid inh,Avidin bead fluor,Rac1 wt GTP bind,Pf gametocyte,GSH bead fluor,Rab2A wt mod,Rac1 act GTP bind,Mcl1 Noxa PPI,Cdc42 wt,Rab7 wt GTP bind,HRas wt GTP bind
CC(=O)Nc1cccc(Oc2ccc(-c3noc(C)n3)cc2)c1,-18,20,102,nt,28,99,100,0,103,96,100
Cc1cc(C)n(-c2ccc(C(=O)NCc3ccc4c(c3)OCO4)cc2)n1,-9,22,112,nt,8,105,100,12,106,101,105
CC(C)NC(=O)NC(=O)CSc1nncs1,-9,9,91,9,24,98,95,13,92,101,93
COc1ccc2[nH]c(=O)c(CN(CC3CCCO3)C(=S)Nc3cccc(C)c3)cc2c1 (stereo not given),-36,3,97,1,12,94,96,16,94,97,96
COc1ccc(-c2cc3ncc(-c4ccccc4)c(N)n3n2)cc1,-25,11,97,-21,9,95,96,13,94,99,94
O=C(C1CCN(c2nc3nonc3nc2N2CCCCC2)CC1)N1CCOCC1,-25,2,99,21,15,96,97,10,100,95,97
CC(=O)c1cc(-c2ccc(F)cc2)n(CCC(=O)Nc2cccc(C)n2)c1C,-34,11,103,8,15,101,99,-12,101,105,102
OC(COc1ccc(CNCCc2ccc(C(F)(F)F)cc2)cc1)CN1CCCCC1 (stereo not given),-4,10,103,nt,9,101,98,6,97,103,97
COc1ccc(/C=N/NC(=O)CCC(=O)Nc2ccccc2)cc1OC,-9,10,104,-6,11,101,101,-6,102,103,102
CN(C)S(=O)(=O)N(CC(=O)N(Cc1ccccc1)Cc1ccccc1)c1ccccc1,-10,10,101,-18,13,100,97,33,98,99,100
C(=C\CSc1nnnn1-c1ccccc1)/CSc1nnnn1-c1ccccc1,-20,31,103,-47,15,97,99,1,100,95,100
O=C(NCc1ccco1)c1cc(S(=O)(=O)N2CCCc3ccccc32)ccc1Cl,-6,42,103,nt,17,102,98,8,102,102,101
CCOc1ccc(NC(=O)C(C)Sc2nnc(C)n2C)cc1 (stereo not given),-16,7,103,nt,21,101,98,8,102,101,100
CCOCCCN1C(=O)CN(C2CCCCC2)C(=O)C1c1ccc(OC)c(OC)c1 (stereo not given),-8,18,106,nt,11,100,100,7,101,98,99
CCSCCNC(=O)c1cc(-n2cnnc2)ccc1Cl,14,12,107,-50,30,100,99,-3,102,96,98
CC(=O)Nc1ccc(S(=O)(=O)Nc2nnc(C3CCCCC3)s2)cc1,-7,8,95,-18,14,95,94,-10,94,96,96
CC(C)CC(=O)Nc1ccccc1N1CCCC1,-35,7,100,5,12,97,97,25,96,96,97
CC1(C)NC(=O)N(CC(=O)OCC(=O)Nc2cc(S(=O)(=O)N3CCCCC3)ccc2Cl)C1=O,7,13,104,nt,4,102,101,27,103,100,101
COc1ccc(-c2csc(NC3=NCCCCC3)n2)cc1,-38,7,105,16,4,98,100,13,104,101,101
COc1ccc(C(=O)n2ncc(C#N)c2N)cc1,-2,22,92,9,30,98,94,19,93,99,92
CCOC(=O)C1CCCN(c2c(NCCN3CCCCC3CC)c(=O)c2=O)C1 (stereo not given),-27,7,101,nt,19,101,100,-2,100,99,98
Cc1ccc(C(=O)OCc2cn3ccccc3n2)cc1,-13,4,97,nt,36,96,96,-8,95,95,97
CCN(CC)CCCC(C)NC1=NCCCCC1 (stereo not given),-33,16,102,nt,6,100,98,6,98,102,101
Cc1cc(NC(=O)c2ccc3c(c2)OCCO3)ccc1NC(=O)c1ccco1,-30,5,91,11,9,94,91,11,92,94,92
COc1ccc(/C=C/C(=O)Oc2ccc(/C=N/NC(=O)c3ccccc3)cc2)cc1OC,39,13,106,nt,12,100,98,-8,104,99,99
Cn1c(N)c(C(=O)COC(=O)CCCN2C(=O)c3ccccc3C2=O)c(=O)n(C)c1=O,-23,12,95,-12,14,96,92,0,91,103,95
CC(=O)Nc1ccccc1C(=O)C(=O)Nc1cccc(C(=O)NCC2CCCO2)c1 (stereo not given),-9,23,99,-7,12,97,96,6,99,95,97
COc1cc(/C=C/C(=O)Nc2nnc(CC(C)(C)C)s2)cc(OC)c1OC,-24,3,99,0,7,96,95,-11,97,96,100
Cc1nc2ccccc2c2c1C(=O)N(Cc1cccnc1)C2=O,5,9,104,15,45,100,100,-10,100,104,100
COc1ccc(C2NC(=S)NC3=C2CCCC3=C2SCCS2)cc1 (stereo not given),-30,20,96,4,13,91,94,11,91,92,93
CCc1ccc(-c2cc(C(F)(F)F)n3nc(C(=O)Nc4c(C)nn(Cc5ccc(F)cc5)c4C)cc3n2)s1,-13,13,100,nt,35,96,97,-9,100,100,100
COCC(C)OC(=O)c1c(N)n(CC(C)C)c2nc3ccccc3nc12 (stereo not given),-20,4,105,15,27,99,100,2,102,98,102
O=C1OC(c2cccs2)=N/C1=C\c1ccc(-c2ccccc2Cl)o1,-42,20,98,nt,38,98,94,16,96,101,95
Cc1cc(C)cc(C(=O)Oc2coc(CSc3nnc(NC(=O)C4CC4)s3)cc2=O)c1,-18,13,100,-10,11,96,95,-6,99,99,95
Cc1nc(SCc2ccccc2)c(C(F)(F)F)c(=O)[nH]1,4,19,96,17,11,100,98,-19,100,98,103
CCCCCCC(=O)Nc1nc(C)c(-c2csc(Nc3cc(Cl)ccc3OC)n2)s1,-21,26,102,nt,22,98,99,-4,101,99,99
Nc1ncc(-c2cc3ccccc3oc2=O)s1,-16,4,105,-6,43,99,99,22,101,100,98
COC(=O)c1ccc(Oc2nc(C(N)=O)cc(-c3ccccc3)n2)cc1,-5,33,103,7,13,100,100,-1,102,97,101
CCOC(=O)c1cc(-c2cccs2)nn1CCC#N,-8,5,98,nt,26,96,97,-3,97,97,99
CCOC(=O)Cn1cnc2c(nnn2-c2ccc(C)cc2)c1=O,-7,7,105,-7,11,104,100,3,102,106,103
COc1ccc(CNC(=O)CN(Cc2ccc(C)cc2)S(=O)(=O)c2ccc(Cl)cc2)cc1,-3,7,103,6,5,97,98,1,101,94,98
COCC(=O)N1CCCC(C(=O)c2ccc3c4c(cccc24)CC3)C1 (stereo not given),-2,7,102,-20,10,99,97,11,102,97,101
Cc1cc(C)nc(NC(=O)/C=C/c2ccc3c(c2)OCO3)c1,-11,8,103,-28,5,98,97,6,99,96,98
Cc1ccc2nc(-c3ccccn3)cc(C(=O)NC3CCN(C)CC3)c2c1,-10,9,103,27,29,99,97,7,100,102,101
COc1ccc(C(=O)c2ccc(N3CCN(C4CC(=O)NC4=O)CC3)cc2)cc1F (stereo not given),-27,9,104,20,25,100,99,15,100,99,100
Cc1c(NC(=O)COC(=O)c2ccc[nH]c2=O)c(=O)n(-c2ccccc2)n1C,-11,23,105,-32,10,98,98,12,101,97,97
O=C1c2cccc3cccc(c23)C(=O)N1c1cccnc1,-19,37,105,8,22,99,101,-6,99,97,99
Cc1ccc(S(=O)(=O)N2CCCC2C(=O)N(C)Cc2cccs2)cc1 (stereo not given),3,6,96,-7,45,93,96,-15,95,95,95
O=S(=O)(CCc1ccccc1)/N=C/c1cccs1,0,51*,98,nt,17,96,94,-9,99,99,96
COc1cccc(NC(=O)CSc2nnc(-c3cc(C)n(-c4ccccc4)c3C)o2)c1,-53,9,98,nt,23,94,91,-2,94,94,95
CCC(=O)N1c2ccccc2NC2=C(C(=O)CC(C)(C)C2)C1c1cccnc1 (stereo not given),-16,10,103,-4,25,102,96,14,97,106,100
CCN(Cc1ccccc1)C(=O)CC1Oc2ccccc2NC1=O (stereo not given),10,6,109,nt,24,103,102,0,105,104,105
COc1ccc(S(=O)(=O)N2CCCCCC2)cc1C(=O)OCC(=O)NC(C)(C)C,-20,9,98,-2,23,97,94,1,96,96,97
